PvdQ acylase = P. aeruginosa PvdQ acylase inhibitors, primary screen, biochemical, fluorescence, plate reader and imaging, single point. purified PvdQ acylase. 0.063% of 340,000 active. PvdQ acylase [Pseudomonas aeruginosa LESB58]. inhibition, % at 10 µM; in the data active = inhibition above about 30%, passing the limit was not always enough; inconclusive = no clear call, values can overlap the other calls;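 note: 0% = vehicle neutral wells and 100% = reference inhibitor wells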
NSD2 HMT inh = NSD2 histone methyltransferase inhibitors, primary screen, biochemical, AlphaScreen, single concentration, set 2; Histone-lysine N-methyltransferase NSD2 (Homo sapiens), O96028; NSD2 peptide methylation, 120 min; inhibition, % at 12.5 µM; 0.54% of 310,000 active; in the data active = inhibition above about 50%
CAL PDZ FP-1 = untagged CAL PDZ binding inhibitors, primary screen, biochemical, fluorescence polarization, HTS; Golgi-associated PDZ and coiled-coil motif-containing protein (Homo sapiens), Q9HD26; purified CAL PDZ, TMR-peptide fluorescence polarization, 1 h; inhibition, % at 24.9 µM; 0.92% of 300,000 active; AID 602252, 2012;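 active = mean inhibition of at least 30% with at least half of replicates also reaching 30%; inconclusive = no clear call, values can overlap the other calls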;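 note: 0% = DMSO neutral control and 100% = excess unlabeled competitor peptide PRC23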
SR-BI DiI inh = inhibitors of SR-BI mediated HDL lipid uptake, primary screen, ldlA[mSR-BI] cells, fluorescence, single point; ldlA[mSR-BI] CHO cells, DiI-HDL uptake fluorescence, 3 h; inhibition, % at 12.5 µM; 0.96% of 320,000 active;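 active = mean replicate inhibition of at least 70% and a set share of replicates each scoring 70 or more; inconclusive = meets just one of the two criteria; inactive = fails both criteria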;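 note: 0% = median of neutral control wells and 100% = median of positive control wells; values of inactives mirror those of a sister screen read the other way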
dFosB act = activators of delta FosB homodimer, primary screen, biochemical, fluorescence polarization, TAMRA-CDK5 oligo, single point. purified delta FosB; percent of positive-control signal above neutral wells. AID 493131, 2011. activation, % at 25 µM. 0.99% of 340,000 active. Protein FosB (Mus musculus), P13346;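 active = mean activation above about 17%, with every replicate also reaching it, limit read from the data, passing the limit was not always enough; inconclusive = only one of the two conditions met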;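 note: fluorescence polarization rise as delta FosB binds a TAMRA Cdk5 AP-1 oligo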
Target sequence (P13346 whole entry, looked up): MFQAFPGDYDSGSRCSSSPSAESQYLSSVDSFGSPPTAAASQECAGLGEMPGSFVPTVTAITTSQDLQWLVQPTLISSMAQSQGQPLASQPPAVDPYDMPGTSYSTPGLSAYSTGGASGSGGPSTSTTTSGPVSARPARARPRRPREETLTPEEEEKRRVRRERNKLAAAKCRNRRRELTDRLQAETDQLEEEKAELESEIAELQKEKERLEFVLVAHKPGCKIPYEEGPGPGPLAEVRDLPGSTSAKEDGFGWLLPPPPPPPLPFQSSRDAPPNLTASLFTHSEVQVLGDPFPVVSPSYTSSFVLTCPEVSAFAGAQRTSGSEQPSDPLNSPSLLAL
CAL PDZ FP-2 = CAL PDZ peptide-binding inhibitors, primary screen, biochemical, fluorescence polarization, Cer-tagged CAL PDZ, HTS; purified CAL PDZ, TMR-peptide fluorescence polarization, 1 h; inhibition, % at 20 µM; 0.02% of 330,000 active; AID 504414, 2011;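 active = highest replicate inhibition of at least 40%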;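 note: plate controls were DMSO neutral control wells for no effect and unlabeled competitor peptide control wells for full effect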
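Material: tagged CAL PDZ protein CerCALP, purified; buffer or medium: sodium phosphate/NaCl buffer pH 7.4 with TCEP, IgG, Thesit; also added: fluorescent TMR peptide probe; schedule: 1 h incubation at room temperature before polarization reading; technique: fluorescence polarization from S- and P-plane intensities, G-factor corrected; control set: unlabelled peptide and DMSO controls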
Rtt109 Vps75 = inhibitors of C. albicans Rtt109/Vps75 HAT, primary screen, biochemical, ThioGlo CoA-SH fluorescence, plate reader; purified Rtt109/Vps75, 4 h; 0.16% of 330,000 active; AID 540336, 2011; inhibition, % at 34.9 µM;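 active = inhibition of at least 50% in every replicate; inconclusive = best replicate reaches 50% inhibition but some replicates fall short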
Target sequence (Q5AAJ8 whole entry, looked up): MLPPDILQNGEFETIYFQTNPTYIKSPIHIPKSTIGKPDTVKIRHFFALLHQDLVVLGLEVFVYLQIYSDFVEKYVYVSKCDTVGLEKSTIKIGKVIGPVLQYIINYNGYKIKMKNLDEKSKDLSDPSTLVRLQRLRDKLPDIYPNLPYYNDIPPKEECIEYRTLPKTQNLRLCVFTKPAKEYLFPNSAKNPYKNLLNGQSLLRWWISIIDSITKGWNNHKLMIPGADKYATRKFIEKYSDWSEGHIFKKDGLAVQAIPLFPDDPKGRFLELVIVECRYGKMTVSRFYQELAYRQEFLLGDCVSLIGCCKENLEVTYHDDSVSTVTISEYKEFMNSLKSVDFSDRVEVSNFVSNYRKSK
SR-BI DiI-HDL act = activators of SR-BI mediated DiI-HDL uptake, primary screen, ldlA[mSR-BI] CHO cells, DiI fluorescence. 3 h; 100 = double the neutral-control signal. activation, % at 12.5 µM. 0.096% of 320,000 active. AID 504775, 2011;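 active = mean replicate activation of at least 60% and every replicate at or above 60%; inconclusive = mean or all-replicate condition met, but not both; inactive = mean below 60% and not all replicates reaching 60%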;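 note: 0% = median plate neutral-control signal and 100% = twice that signal; values of inactives mirror those of a sister screen read the other way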
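Assay system: LDL receptor-deficient CHO ldlA cells overexpressing murine SR-BI / Medium: BSA-supplemented, HEPES-buffered Ham's F12, pH 7.4 / Probe or stimulus: DiI-labelled HDL at 10 µg/mL final / Timing: compound with DiI-HDL co-incubation, 3 h at 37 °C / Technique: bottom-read cell fluorescence after medium removal, ex 550/em 595 nm / Measure: HDL uptake via cellular fluorescence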
MITF act = activators of MITF-driven TRPM1 promoter reporter, primary screen, cell-based, SK-MEL-5, luciferase, single point. activation, % at 12.5 µM. SK-MEL-5 TRPM1-promoter luciferase, 24 h; % of positive control, neutral wells = 0. 0.75% of 300,000 active;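 active = mean activation of at least 80% with every replicate also reaching 80%; inconclusive = mean reaches 80% but some replicate falls short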;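 note: 0% = neutral control wells and 100% = parthenolide positive control wells; values of inactives mirror those of a sister screen read the other way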
PfHsp90 yeast 2 = growth inhibition of PfHsp90-expressing yeast, primary screen, antimalarial PfHsp90 inhibitor project, S. cerevisiae, BacTiter-Glo luminescence, single point, set 2. BacTiter-Glo ATP, 48 h; yeast lacking PDR1 and PDR3 efflux regulators. inhibition, % at 9.4 µM. 0.32% of 310,000 active;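 active = every replicate shows inhibition above about 80%, whatever the replicate mean, limit read from the data; inconclusive = mean inhibition reaches the set limit but some replicate falls short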;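 note: 0% = DMSO neutral controls and 100% = 20 µM radicicol positive controls; yeast relying on Plasmodium falciparum Hsp90 in place of its own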
* hit, by the source's call; ? = inconclusive; . = no result given.

smiles	PvdQ acylase	NSD2 HMT inh	CAL PDZ FP-1	SR-BI DiI inh	dFosB act	CAL PDZ FP-2	Rtt109 Vps75	SR-BI DiI-HDL act	MITF act	PfHsp90 yeast 2
CN(C)CCCNC(=O)c1ccc(CN(c2ccccc2)S(C)(=O)=O)cc1	-2.1	0.4	12.9	-3.4	6.2	0.4	-0.1	3.4	-0.5	11.3
CC1C(=O)N2CCCc3cc(NS(C)(=O)=O)cc1c32 (stereo unspecified)	-1.3	1.6	1.6	9.8	-0.6	-2.4	-8.6	.	-11.3	9.8
CN(C(=O)COC(=O)C1=COCCO1)C1(C#N)CCCCC1	5.9	-2.6	8.4	-2.5	-0.6	-0.4	12.2	2.5	12.7	2.9
COc1ccc(NC(=O)C(=O)NNC(=O)c2cccs2)cc1	5.4	33.5	-2.8	-44.0	-0.2	-2.7	1.8	44.0	8.6	-7.0
Cc1cc(C)c(C(N)=O)c(Nc2cccc(Cl)c2C)n1	11.7	-2.3	-4.1	-3.8	-5.3	-1.9	?	3.8	15.0	7.8
COc1ccc(C2=NOC(C(=O)Nc3ccc(C(C)=O)cc3)C2)cc1OC (stereo unspecified)	-7.1	-4.0	-2.6	20.8	-8.3	.	2.7	-20.8	17.8	-17.1
CCCCc1nnc(NC(=O)c2ccc(OCc3c(C)noc3C)cc2)s1	-3.9	13.1	-3.8	75.3*	1.8	-1.7	6.5	-75.3	-22.2	-25.1
COc1ccc(-c2nc(N)n[nH]2)cc1	1.3	-2.7	-1.7	-22.8	-1.6	0.0	-0.2	22.8	6.2	-3.0
CC1CCCC(C)N1CCCNC(=O)C(=O)Nc1ccc2nc3n(c(=O)c2c1)CCCCC3 (stereo unspecified)	-11.4	5.1	5.4	28.6	-9.6	-1.4	-5.3	-28.6	17.2	-0.7
NC(=O)C1CCCN(C(=O)c2ccc3nc(Cc4cccc(Cl)c4)oc3c2)C1 (stereo unspecified)	-13.9	3.2	-1.2	-8.4	-2.1	-2.2	0.7	8.4	10.1	11.0
COc1ccc(S(=O)(=O)NNC(=O)c2cc3c4ccccc4n(C)c3s2)cc1	5.1	-1.1	-1.4	-0.8	15.5	-1.7	4.3	0.8	.	.
Cn1ncc(Cl)c1C(=O)N/N=C/c1cccc(OC2CSC2)c1	6.5	-2.9	4.0	31.2	-1.7	-0.8	1.1	-31.2	-8.4	-20.4
CCCCS(=O)(=O)/C=C/[C@H]1[C@H](S(=O)(=O)CCCC)[C@H]2C=C[C@@H]1C2	-10.9	-2.6	19.5	5.9	0.2	-0.6	-0.3	-5.9	-4.8	27.8
COCc1nnc(NC(=O)CCCOc2ccccc2)s1	-14.3	0.1	-0.1	-2.3	6.7	-0.2	-6.2	2.3	3.2	2.5
COc1ccccc1N1CCN(C(=O)c2cc3c(s2)-c2ccccc2OC3)CC1	7.1	.	-1.0	-6.9	-4.5	-0.6	7.0	6.9	.	-17.1
N#C/C(=N/Nc1ccc([N+](=O)[O-])cc1)C(=N)N1CCCCC1	-6.7	14.5	-1.0	29.0	3.4	-0.2	4.9	-29.0	101.3*	-11.6
Cc1ccc(/C=N/Nc2nc3ccccc3[nH]2)s1	26.8	6.6	-0.8	-11.9	-5.5	-1.2	.	11.9	40.0	-22.2
CCOc1ccc(CN(C)C(=O)CNC(=O)c2cc(OC)c(OC)c(OC)c2)cc1	0.4	-0.9	6.6	28.2	-1.0	1.3	-9.4	-28.2	-8.3	-28.8
COc1ccc(OC)c(N(CC(=O)NCCSCc2ccco2)S(=O)(=O)c2ccc(OC)c(OC)c2)c1	1.3	1.1	6.3	-14.7	-2.2	0.4	3.8	14.7	1.8	4.6
O=C(O)c1ccc(COc2ccc(CO)cc2Cl)cc1	-13.5	2.3	-4.3	-4.3	-5.7	-1.7	-9.3	4.3	36.0	-11.5
COc1ccc(-c2nnc(SCC(=O)NC3CC3)o2)c(OC)c1	7.2	-0.9	3.7	10.6	-9.2	0.9	6.1	-10.6	14.8	1.0
CCc1nc(-c2cc3ccc(C)cc3[nH]c2=O)no1	-7.2	-3.6	-1.5	-0.9	-13.0	-1.6	-2.2	0.9	.	15.4
COCCNC(=S)Nc1cc2oc3ccccc3c2cc1OC	-8.7	-1.4	31.3*	92.6*	1.4	-0.3	-2.2	-92.6	2.4	13.7
Oc1c(C(c2ccc(F)cc2)N2CCc3ccccc3C2)sc2ncnn12 (stereo unspecified)	-57.1	.	-0.6	-22.5	-7.4	1.0	0.6	22.5	-6.0	-7.6
CCOC(=O)N1CCN(c2c(NCCN(C)Cc3ccccc3)c(=O)c2=O)CC1	-0.8	.	-2.6	-4.5	-6.5	-1.3	-23.0	4.5	.	-15.5
CCOc1ccc(CCNC(=O)Cn2ncn3nc(-c4ccc(OC)cc4)cc3c2=O)cc1	-25.9	.	.	71.7*	3.3	-3.2	1.6	-71.7	15.7	-17.1
Cc1ccc(NC(=O)c2ccc(=O)n(CC(=O)Nc3c(C)cc(C)cc3C)n2)cc1	-6.7	-2.8	-1.5	10.2	1.2	-2.8	-0.7	-10.2	-25.5	-17.4
CN1C/C(=C/c2ccncc2)C(=O)/C(=C/c2ccncc2)C1	-4.1	0.8	-4.1	.	2.9	0.6	0.4	.	-9.6	5.6
CCn1cnc2cc(NCc3ccc(OC)cc3)ccc21	16.3	-2.8	-3.5	-9.0	-6.7	0.2	6.5	9.0	57.5	-0.8
COc1ccccc1NC(=O)Nc1nnc(C(C)c2ccccc2)s1 (stereo unspecified)	3.4	-1.5	-2.0	-14.1	-1.6	.	-8.7	14.1	10.8	-8.9

Profiles, looked up by structure. Order of values: PvdQ acylase, NSD2 HMT inh, CAL PDZ FP-1, SR-BI DiI inh, dFosB act, CAL PDZ FP-2, Rtt109 Vps75, SR-BI DiI-HDL act, MITF act, PfHsp90 yeast 2
Entry for CCCCc1nnc(NC(=O)c2ccc(OCc3c(C)noc3C)cc2)s1 : -3.9, 13.1, -3.8, 75.3*, 1.8, -1.7, 6.5, -75.3, -22.2, -25.1
Entry for COc1ccc(-c2nnc(SCC(=O)NC3CC3)o2)c(OC)c1 : 7.2, -0.9, 3.7, 10.6, -9.2, 0.9, 6.1, -10.6, 14.8, 1.0

(list continues)
smiles	PvdQ acylase	NSD2 HMT inh	CAL PDZ FP-1	SR-BI DiI inh	dFosB act	CAL PDZ FP-2	Rtt109 Vps75	SR-BI DiI-HDL act	MITF act	PfHsp90 yeast 2
CCOCCCNC(=O)C1(O)c2cc(Br)ccc2NC(=O)N1c1ccc(CC)cc1 (stereo unspecified)	-14.3	-3.9	0.6	0.7	-4.7	-0.5	0.6	-0.7	-0.7	-5.8
COc1ccc(Br)cc1CN(C)CC(=O)Nc1cc(Cl)ccc1Cl	-10.1	0.7	-2.7	7.9	-1.6	-0.8	-4.9	-7.9	-4.0	1.8
Fc1ccc(/C=N/n2c(C3CCCCC3)n[nH]c2=S)cc1	-1.8	6.5	4.2	-4.5	-3.4	-2.2	0.3	4.5	-9.1	-3.8
Cc1ccc2nc(-c3ccc(NS(C)(=O)=O)cc3)cc(-c3ccccc3)c2c1	4.3	-3.2	.	33.7	-4.4	-0.1	-1.1	-33.7	-12.7	137.2*
Cc1ccccc1NC(=O)COC(=O)c1ccc2c(c1)C(=O)N(CCCN1CCOCC1)C2=O	-6.8	0.3	.	-15.8	-9.6	0.2	2.7	15.8	15.2	-13.7
Cc1ccc(S(=O)(=O)N2CCN(C(=O)CC3CCCC3)CC2)cc1	-2.4	-0.6	-3.4	.	-2.5	-1.8	.	.	-9.7	-19.2
COc1ccc(C)cc1NC(=O)CN1C(=O)C(=O)N(C2CCCC2)C1=O	4.2	-0.7	-2.5	-16.9	-3.6	0.2	-4.9	16.9	1.5	-21.7
Cc1csc(C2=C(O)CN(c3ccc4c(c3)OCCOCCOCCOCCO4)C2=N)n1	11.6	-1.2	-0.6	-17.6	-7.3	0.2	15.8	17.6	-9.4	1.3
O=C(O)CN1CCNCCN(CC(=O)O)CCNCC1	-13.5	5.2	-2.0	-1.8	-5.5	-2.2	2.0	1.8	.	55.3
c1ccc(-c2cn(C[C@H]3CC[C@H](Cn4cc(-c5ccccn5)nn4)O3)nn2)nc1	-4.7	.	-3.2	-28.9	-6.9	0.5	-7.0	28.9	0.0	-1.8
Cc1cc(Cl)ccc1NC(=S)NCc1ccc(F)cc1	-5.0	0.9	-2.2	10.8	2.1	-1.0	2.3	-10.8	-11.3	-7.0
CC(=O)Oc1cccc(NC(=O)c2cccc(C(=O)Nc3cccc(OC(C)=O)c3)c2)c1	-21.8	0.4	.	63.1	-15.6	-1.6	9.6	-63.1	.	-5.8
CC(OC(=O)CCN=C1NS(=O)(=O)c2ccccc21)C(=O)Nc1ccc(F)cc1 (stereo unspecified)	4.2	-1.4	-1.4	-14.2	-0.7	0.3	-3.7	14.2	2.3	.

Bioassay records as filed in PubChem.
